Cav32 inh: inhibitors of human Cav3.2 T-type calcium channel | O95180 | Cav3.2-expressing cells, Fluo-4 calcium fluorescence FDSS; hits give low values | B-score at 10 µM | hit rate 4% among 100,000 | AID 449739;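 active = single-dose well whose peak fluorescence ratio is a statistical outlier from its plate by either plate-standardised score or position-corrected B-score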
Target sequence (O95180 whole entry, looked up): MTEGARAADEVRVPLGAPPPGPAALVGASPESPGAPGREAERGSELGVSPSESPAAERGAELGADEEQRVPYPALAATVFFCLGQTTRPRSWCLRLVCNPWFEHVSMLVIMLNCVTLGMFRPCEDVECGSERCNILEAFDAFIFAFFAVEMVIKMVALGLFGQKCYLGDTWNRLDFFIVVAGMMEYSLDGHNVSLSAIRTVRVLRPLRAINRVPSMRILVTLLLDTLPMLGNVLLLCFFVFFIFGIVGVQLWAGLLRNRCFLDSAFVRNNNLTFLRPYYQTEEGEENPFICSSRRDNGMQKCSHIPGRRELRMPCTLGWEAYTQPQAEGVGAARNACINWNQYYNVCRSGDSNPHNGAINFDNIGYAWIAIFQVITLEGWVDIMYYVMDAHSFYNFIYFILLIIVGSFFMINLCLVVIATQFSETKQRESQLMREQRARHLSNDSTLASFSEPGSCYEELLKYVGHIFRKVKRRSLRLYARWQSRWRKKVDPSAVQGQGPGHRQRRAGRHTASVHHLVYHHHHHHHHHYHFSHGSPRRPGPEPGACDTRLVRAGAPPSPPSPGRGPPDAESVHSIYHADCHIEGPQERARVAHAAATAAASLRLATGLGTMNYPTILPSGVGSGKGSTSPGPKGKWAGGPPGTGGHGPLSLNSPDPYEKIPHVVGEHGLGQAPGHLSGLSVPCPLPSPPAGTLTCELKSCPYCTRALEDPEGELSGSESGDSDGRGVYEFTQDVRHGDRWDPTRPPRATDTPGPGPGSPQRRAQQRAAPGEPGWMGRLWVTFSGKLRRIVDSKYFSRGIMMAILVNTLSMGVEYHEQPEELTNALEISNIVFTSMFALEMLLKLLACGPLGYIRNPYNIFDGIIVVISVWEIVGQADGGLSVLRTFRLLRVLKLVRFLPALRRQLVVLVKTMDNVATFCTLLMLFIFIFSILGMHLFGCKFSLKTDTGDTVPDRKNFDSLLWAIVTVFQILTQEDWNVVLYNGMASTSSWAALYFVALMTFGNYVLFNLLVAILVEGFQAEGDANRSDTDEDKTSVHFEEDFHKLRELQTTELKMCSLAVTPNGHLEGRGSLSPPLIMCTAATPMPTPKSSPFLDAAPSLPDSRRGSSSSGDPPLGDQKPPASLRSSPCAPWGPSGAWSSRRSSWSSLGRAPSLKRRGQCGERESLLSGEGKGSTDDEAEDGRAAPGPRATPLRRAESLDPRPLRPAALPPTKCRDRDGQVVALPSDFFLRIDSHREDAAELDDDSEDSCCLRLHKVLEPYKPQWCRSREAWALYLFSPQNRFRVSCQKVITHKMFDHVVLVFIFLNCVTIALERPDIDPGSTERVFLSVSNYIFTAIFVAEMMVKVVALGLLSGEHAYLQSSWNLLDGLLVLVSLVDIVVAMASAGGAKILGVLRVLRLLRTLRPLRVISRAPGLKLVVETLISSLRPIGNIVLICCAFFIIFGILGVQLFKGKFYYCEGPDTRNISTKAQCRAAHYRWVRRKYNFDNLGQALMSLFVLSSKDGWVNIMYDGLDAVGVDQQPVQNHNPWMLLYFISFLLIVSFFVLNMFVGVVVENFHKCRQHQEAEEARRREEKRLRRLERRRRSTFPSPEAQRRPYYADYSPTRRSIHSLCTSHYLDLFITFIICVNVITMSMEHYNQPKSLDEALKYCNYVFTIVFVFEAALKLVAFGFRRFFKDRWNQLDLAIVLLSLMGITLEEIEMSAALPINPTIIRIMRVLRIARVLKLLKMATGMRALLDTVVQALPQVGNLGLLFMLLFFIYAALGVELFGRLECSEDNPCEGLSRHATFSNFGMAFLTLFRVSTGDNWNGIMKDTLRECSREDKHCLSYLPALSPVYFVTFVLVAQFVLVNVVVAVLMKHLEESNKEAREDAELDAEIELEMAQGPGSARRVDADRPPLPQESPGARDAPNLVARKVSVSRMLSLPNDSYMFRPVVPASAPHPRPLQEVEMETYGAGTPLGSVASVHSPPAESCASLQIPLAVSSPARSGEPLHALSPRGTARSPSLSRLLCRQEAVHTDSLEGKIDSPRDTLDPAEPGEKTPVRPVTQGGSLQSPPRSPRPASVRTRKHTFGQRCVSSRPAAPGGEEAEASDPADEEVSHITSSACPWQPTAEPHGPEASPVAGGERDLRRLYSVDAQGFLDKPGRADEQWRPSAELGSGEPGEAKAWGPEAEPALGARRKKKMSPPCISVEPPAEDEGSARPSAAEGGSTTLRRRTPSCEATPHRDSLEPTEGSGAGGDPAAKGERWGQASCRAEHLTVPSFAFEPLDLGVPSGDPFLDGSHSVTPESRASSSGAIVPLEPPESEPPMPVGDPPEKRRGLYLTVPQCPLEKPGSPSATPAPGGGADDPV
* hit, by the source's call. The list is partial; count on the stated rates, not on these rows.

Start of the data: the first 18 entries, ahead of the listing:
For O=C(/C=C/Nc1ccccc1)c1ccc(Oc2ncccn2)cc1 the results were Cav32 inh -0.53.
`Cc1csc2nc(CNS(=O)(=O)c3ccc(-c4ccccc4)cc3)cn12` gave Cav32 inh -0.019.
Screening O=C(C1CCN(S(=O)(=O)c2ccc3ccccc3c2)CC1)N1CCN(c2ncccn2)CC1 returned Cav32 inh -0.073.
CC(C)CN(/C=N/c1sc2c(c1C#N)CCCCC2)CC(C)C was read as Cav32 inh -0.89.
For CSc1nn(CCc2ccncc2)c(=S)s1 the results were Cav32 inh -0.07.
c1cnc(Oc2ccc3oc4ccccc4c3c2)nc1 was read as Cav32 inh 0.8.
For c1ccc(CCc2nn3c(Cn4cnc5ccccc54)nnc3s2)cc1 the results were Cav32 inh -0.66.
For CCOC(=O)CS(=O)(=O)c1ccc2ccccc2c1 the results were Cav32 inh -0.3.
`CCOC(=O)CN1C(=O)C(Sc2n[nH]c(-c3ccc(C)cc3)n2)CCc2ccccc21` (stereo not given) gave Cav32 inh -3.5*.
CCCCCCn1c(SCCN2CCOCC2)nc2c1c(=O)[nH]c(=O)n2C was read as Cav32 inh 0.0036.
C=CCn1c(=N)c(C#N)cc2c(=O)n3ccccc3nc21 was read as Cav32 inh 2.
Screening CCOC(=O)c1c(NC(=S)NC(=O)c2cnn(CC)c2)sc2c1CCC(C)C2 (stereo not given) returned Cav32 inh 0.084.
COc1ccc(NC(=O)Cc2cccs2)c(OC)c1 was read as Cav32 inh -0.33.
Screening O=C(Nc1nc(-c2ccc(S(=O)(=O)N3CCCCCC3)cc2)cs1)c1ccccc1 returned Cav32 inh -0.75.
For C=CCN=C1CC(C)(C)CC(=O)/C1=C(/O)CCC(=O)OC the results were Cav32 inh -0.95.
For COC(=O)[C@@H](NC(=O)Nc1ccc2c(c1)OCCO2)C(C)C the results were Cav32 inh 0.23.
`CNC(=O)c1sccc1S(=O)(=O)Cc1c(Cl)cccc1Cl` gave Cav32 inh 0.0088.
CCS(=O)CCSc1nc2ccccc2s1 (stereo not given) was read as Cav32 inh 2.4.

The whole of this part (from the top)
For O=C(/C=C/Nc1ccccc1)c1ccc(Oc2ncccn2)cc1 the results were Cav32 inh -0.53.
`Cc1csc2nc(CNS(=O)(=O)c3ccc(-c4ccccc4)cc3)cn12` gave Cav32 inh -0.019.
Screening O=C(C1CCN(S(=O)(=O)c2ccc3ccccc3c2)CC1)N1CCN(c2ncccn2)CC1 returned Cav32 inh -0.073.
CC(C)CN(/C=N/c1sc2c(c1C#N)CCCCC2)CC(C)C was read as Cav32 inh -0.89.
For CSc1nn(CCc2ccncc2)c(=S)s1 the results were Cav32 inh -0.07.
c1cnc(Oc2ccc3oc4ccccc4c3c2)nc1 was read as Cav32 inh 0.8.
For c1ccc(CCc2nn3c(Cn4cnc5ccccc54)nnc3s2)cc1 the results were Cav32 inh -0.66.
For CCOC(=O)CS(=O)(=O)c1ccc2ccccc2c1 the results were Cav32 inh -0.3.
`CCOC(=O)CN1C(=O)C(Sc2n[nH]c(-c3ccc(C)cc3)n2)CCc2ccccc21` (stereo not given) gave Cav32 inh -3.5*.
CCCCCCn1c(SCCN2CCOCC2)nc2c1c(=O)[nH]c(=O)n2C was read as Cav32 inh 0.0036.
C=CCn1c(=N)c(C#N)cc2c(=O)n3ccccc3nc21 was read as Cav32 inh 2.
Screening CCOC(=O)c1c(NC(=S)NC(=O)c2cnn(CC)c2)sc2c1CCC(C)C2 (stereo not given) returned Cav32 inh 0.084.
COc1ccc(NC(=O)Cc2cccs2)c(OC)c1 was read as Cav32 inh -0.33.
Screening O=C(Nc1nc(-c2ccc(S(=O)(=O)N3CCCCCC3)cc2)cs1)c1ccccc1 returned Cav32 inh -0.75.
For C=CCN=C1CC(C)(C)CC(=O)/C1=C(/O)CCC(=O)OC the results were Cav32 inh -0.95.
For COC(=O)[C@@H](NC(=O)Nc1ccc2c(c1)OCCO2)C(C)C the results were Cav32 inh 0.23.
`CNC(=O)c1sccc1S(=O)(=O)Cc1c(Cl)cccc1Cl` gave Cav32 inh 0.0088.
CCS(=O)CCSc1nc2ccccc2s1 (stereo not given) was read as Cav32 inh 2.4.
For CCCc1cc(C(=O)NCc2ccco2)no1 the results were Cav32 inh 0.35.
`COc1ccc(NC(=O)Cn2cnc3c(cnn3-c3ccc(C)c(C)c3)c2=O)c(OC)c1` gave Cav32 inh 1.1.
CCOC(=O)C[C@H]1c2ccccc2S(=O)(=O)N1Cc1cc(OC)c(OC)c(OC)c1 was read as Cav32 inh 1.1.
`Cc1oc2ccc(OCC(N)=O)cc2c1C(=O)OC(C)C` gave Cav32 inh 0.45.
CCCNC(=O)CCC(NS(=O)(=O)c1ccc(C)cc1)C(=O)NCCC (stereo not given) was read as Cav32 inh 0.28.
`CCCCC(=O)Nc1nnc(SCC(=O)NC2CCCC2)s1` gave Cav32 inh 0.21.
NC(=O)c1cn(-c2ccccc2)nc1-c1cc2ccccc2oc1=O was read as Cav32 inh -0.23.
CCN1CCN(CC(=O)Nc2ccc(C)cc2C)C(=O)C1=O was read as Cav32 inh 0.3.
For CNC(=O)CSCc1cnn(-c2ccccc2)c1-n1cccc1 the results were Cav32 inh 1.2.
Screening CC(=O)C(Sc1ccc2nnc(-c3ccncc3)n2n1)C(C)=O returned Cav32 inh 0.95.
Screening Cc1ccc(OCC(=O)N2CCN(c3ccc([N+](=O)[O-])c(N4CCOCC4)c3)CC2)cc1 returned Cav32 inh -0.95.
`COc1cccc(-n2nnc3c(=O)n(Cc4c(F)cccc4Cl)cnc32)c1` gave Cav32 inh -0.77.
`COC(=O)[C@@H]1C[C@@]2(O)[C@@H](O)[C@@H](O)[C@@H](O)C[C@H]2N1Cc1ccc(Cl)cc1` gave Cav32 inh 0.73.
`CC1CCCC(NC(=O)COC(=O)c2ccc(N(C)C)cc2)C1C` (stereo not given) gave Cav32 inh -2.2.
Screening O=C(NC(Cc1c[nH]c2ccccc12)c1nnc2n1CCCCC2)c1cccs1 (stereo not given) returned Cav32 inh 0.71.
For COC(=O)C1=C(C)NC(=O)C1(NC(=O)c1cccnc1)C(F)(F)F (stereo not given) the results were Cav32 inh 0.13.
Screening COc1cc(OC)c(-c2nnc(-c3ccc(OC)c(OC)c3OC)o2)cc1OC returned Cav32 inh 1.5.
O=C(Nc1ccc(-c2csc(Nc3ccc(Cl)cc3)n2)cc1)c1cc([N+](=O)[O-])cc(C(F)(F)F)c1 was read as Cav32 inh 1.1.
For CCc1ccc(N(CC(=O)Nc2nc3ccc(C)cc3s2)S(=O)(=O)c2c(C)noc2C)cc1 the results were Cav32 inh -2.5.
`COc1ccc(C2NC(=O)NC(C)=C2C(=O)OCc2ccc3c(c2)OCO3)cc1OC` (stereo not given) gave Cav32 inh 1.2.
CC(=O)Nc1ccc(S(=O)(=O)N2CCN(C(=O)c3cccnc3)CC2)cc1 was read as Cav32 inh 1.1.
Screening CCOC(=O)C1CCN(C(=O)COc2ccc(Cl)cc2)CC1 returned Cav32 inh 0.12.
For O=C(NCCc1ccccc1)C1CCCN(S(=O)(=O)c2cnc[nH]2)C1 (stereo not given) the results were Cav32 inh 0.71.
For CCCCNC(=O)CCNS(=O)(=O)c1ccc(Br)cc1 the results were Cav32 inh -0.11.
CCOC(=O)CSc1nc2ccc(S(=O)(=O)N3CCOCC3)cc2[nH]1 was read as Cav32 inh 0.19.
For CC(C)OP(=O)(OC(C)C)C(NC(=O)c1ccc(Br)cc1)c1ccccc1 (stereo not given) the results were Cav32 inh -3.5.
Screening CC(C)(C)NC(=O)C(Cc1ccccc1)NS(=O)(=O)c1cccc2nsnc12 (stereo not given) returned Cav32 inh 1.
Screening CCn1cc(SCC(N)=O)c2ccccc21 returned Cav32 inh -0.59.
O=C(CSc1nncn1-c1ccccc1)NCc1cccs1 was read as Cav32 inh -0.026.
`Cc1ccc(N2CC(C(=O)Nc3ccc(S(=O)(=O)N4CCOCC4)cc3)CC2=O)cc1` (stereo not given) gave Cav32 inh -0.5.
For CCCCCn1c(CN2CCN(c3cccc(Cl)c3)CC2)nc2c1c(=O)n(C)c(=O)n2C the results were Cav32 inh -4.1.
Screening Cc1ccc2cccc(O)c2[n+]1[O-] returned Cav32 inh -0.36.
`COc1ccc(/C=C/C(=O)c2ccc3c(c2)OCCO3)cc1[N+](=O)[O-]` gave Cav32 inh 0.095.
For O=C1CCCN1CCCNc1ccc(S(=O)(=O)N2CCCCC2)cn1 the results were Cav32 inh 0.32.
O=C(COc1ccc(Br)cc1)Nc1ccc(-c2nnc(-c3ccco3)o2)cc1 was read as Cav32 inh 0.38.
`CC(=O)Nc1cccc(NC(=O)CCCC(=O)O)c1` gave Cav32 inh -1.3.
Screening O=C(CSc1nnc(-c2cccnc2)n1CCc1ccccc1)N1CCCCC1 returned Cav32 inh 1.2.
Screening C#CCOCCOCCOCCNc1nc(N2CCN(C(=O)[C@H](C(C)C)n3cc(CCO)nn3)CC2)nc(N2CCN(C(=O)[C@H](C(C)C)n3cc(CCO)nn3)CC2)n1 returned Cav32 inh 0.04.
For C=CCn1c(=O)c2ccccc2n2c(SCc3nc4ccccc4s3)nnc12 the results were Cav32 inh 0.62.
C=C1C2C[C@H](O)C(C)(C)[C@@]2(O)[C@H](O)C[C@]23C[C@@](C)(O)[C@H](CC[C@H]12)[C@H]3O (stereo not given in full) was read as Cav32 inh 0.0013.
Screening CN(C)c1nc(N)nc(CSc2nc3cc(Cl)ccc3o2)n1 returned Cav32 inh -1.
`COc1ccc(COc2cc(-c3cccc(OC)c3)nc3ccc(NC(=O)c4ccc(Cl)cc4)cc23)cc1` gave Cav32 inh 0.33.
For CC1(C)Cc2ccccc2-c2nnc(-c3ccccn3)n21 the results were Cav32 inh 1.2.
`CC(C)(C)OC(=O)[C@H](Cc1ccccc1)NC(=O)c1nc[nH]c1C(=O)N[C@@H](Cc1ccccc1)C(=O)OC(C)(C)C` gave Cav32 inh -0.52.
`O=C(NN1C(=O)c2ccccc2C1=O)C1CCCCC1` gave Cav32 inh 1.1.
Screening Cn1c(SCC(=O)NCc2cccs2)nnc1-c1ccncc1 returned Cav32 inh 0.28.
`CCCn1c(CN2CCN(c3cccc(Cl)c3)CC2)nc2c1c(=O)n(C)c(=O)n2C` gave Cav32 inh -4.8*.
For COc1ccccc1Nc1ccc(C(=O)NC2CCCCC2)cn1 the results were Cav32 inh -0.22.
`COc1ccc(C2C(Oc3ccccc3)C(=O)N2c2ccc(C)c(C)c2)cc1OC` (stereo not given) gave Cav32 inh -1.7.
`COc1ccccc1/C=C/C(=O)N1CCOCC1` gave Cav32 inh 1.1.
For CN1CC2CCCC3(C1)C(=O)NC1(CCCCC1)N=C23 (stereo not given) the results were Cav32 inh -0.018.
`COc1ccc(NC(=O)C2CCCNC2)cc1OCC(C)C` (stereo not given) gave Cav32 inh 0.38.
O=C(NCCc1c[nH]c2ccccc12)c1ccc(S(=O)(=O)NCc2ccco2)cc1 was read as Cav32 inh -0.8.
COc1ccc(-c2nnc(SCC(=O)N3CCCc4ccccc43)o2)cc1OC was read as Cav32 inh -0.63.
Screening CC1=C(NCCc2ccccc2)CCC1=O returned Cav32 inh 1.2.
Screening CCn1c(=O)c(C(=O)CN2CC(C)OC(C)C2)c(N)n(Cc2ccccc2)c1=O (stereo not given) returned Cav32 inh 0.13.
For CN(c1ccccc1)C(c1ccc(F)cc1)c1nnnn1CC1CCCO1 (stereo not given) the results were Cav32 inh -1.5.
`COc1ccc(NC(=O)c2cc(C(C)C)on2)cc1OC` gave Cav32 inh -0.077.
`O=C(c1coc(=O)c(Br)c1)N1CCOCC1` gave Cav32 inh 0.23.
COc1ccc(S(=O)(=O)n2nc(OC(C)=O)cc2N)cc1 was read as Cav32 inh 0.19.
Screening CCCCN1C=C(C(=O)OC)C(c2ccccc2C(F)(F)F)C(C(=O)OC)=C1 returned Cav32 inh 0.19.
COc1ccccc1-c1c(C)nn2c(N3CCN(c4ccccc4OC)CC3)cc(C)nc12 was read as Cav32 inh -1.4.
`Nc1nc(CN2CCCCCC2)nc(Nc2ccc(F)cc2)n1` gave Cav32 inh -0.0033.
Screening Cc1cc(C)n2nc(C(=O)NC(C)(C)C)nc2n1 returned Cav32 inh 0.49.
For O=C(Cn1cc2c(n1)CCCCC2)NCCN1CCOCC1 the results were Cav32 inh 0.99.
`O=C1c2ccccc2-c2nc3ncnn3c(-c3ccccc3Cl)c21` gave Cav32 inh 1.4.
Screening CC(C)N(Cc1cc2ccccc2[nH]c1=O)C(=O)C1CCCCC1 returned Cav32 inh -0.61.
For O=C(O)CC1SC(=Nc2cccc(O)c2)NC1=O (stereo not given) the results were Cav32 inh 0.074.
For CCCn1c(=O)[nH]c(=O)c2c1nc(-c1ccccc1OC(F)F)n2CCOC the results were Cav32 inh 1.7.
CCOc1ccc2c(C)c(C)c(=O)oc2c1OCC was read as Cav32 inh -0.14.
CC(C)C[C@H](NC(=O)Nc1cccc(Cl)c1)C(=O)O was read as Cav32 inh -0.49.
Screening N#Cc1nc(-c2ccc(OCc3ccccc3)cc2)oc1N1CCOCC1 returned Cav32 inh -0.55.
`COc1ccc(-c2cc(C(=O)OCC(=O)N(C)C)c3ccccc3n2)cc1` gave Cav32 inh 0.12.
`CCOC(=O)COc1cc2c(C(=O)OCC)c(C)oc2cc1Br` gave Cav32 inh -0.29.
Cc1ccc(C)c(NC(=O)c2ccccn2)c1 was read as Cav32 inh -1.2.
For COc1cc(C2C(C#N)=C(N)Oc3n[nH]c(-c4ccncc4)c32)cc(OC)c1OC (stereo not given) the results were Cav32 inh 0.62.
Screening COC(=O)c1cccc(S(=O)(=O)N2CCOCC2)c1 returned Cav32 inh -0.21.
`COc1cccc(/C(C#N)=C/c2c(-c3ccc(Cl)cc3)nc3c(C)cccn23)c1` gave Cav32 inh -3.4.
Oc1cc(NCc2cccnc2)ccc1-c1nc2ccccc2o1 was read as Cav32 inh -0.25.
For COCCN(C(=O)c1ccccc1)c1nnc(-c2cccnc2)s1 the results were Cav32 inh 0.99.
`C=CCc1cccc(/C=N/NC(=O)CNc2ccccc2)c1O` gave Cav32 inh 0.29.
`CC(C)NCCOCCSc1ccc(Cl)cc1` gave Cav32 inh 0.83.
`CCCN1C[C@H](CSC)C[C@@H]2c3cccc4[nH]cc(c34)C[C@H]21` gave Cav32 inh 0.015.
`COc1ccc(OC)c(NC(=O)CSC2=NCCS2)c1` gave Cav32 inh 0.73.

High-throughput results from PubChem BioAssay.
